HTRA1 inhibitor – HTRA1 (human) protease inhibition. inhibition, % at 5.96 µM. Q92743. 0.5% of 340,000 active. AID 504803. recombinant HTRA1, FP-rhodamine activity-based probe, fluorescence polarization; in the data active = inhibition above about 36%;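 note: 0% = enzyme with DMSO and 100% = wells lacking enzyme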
Target sequence (Q92743 whole entry, looked up): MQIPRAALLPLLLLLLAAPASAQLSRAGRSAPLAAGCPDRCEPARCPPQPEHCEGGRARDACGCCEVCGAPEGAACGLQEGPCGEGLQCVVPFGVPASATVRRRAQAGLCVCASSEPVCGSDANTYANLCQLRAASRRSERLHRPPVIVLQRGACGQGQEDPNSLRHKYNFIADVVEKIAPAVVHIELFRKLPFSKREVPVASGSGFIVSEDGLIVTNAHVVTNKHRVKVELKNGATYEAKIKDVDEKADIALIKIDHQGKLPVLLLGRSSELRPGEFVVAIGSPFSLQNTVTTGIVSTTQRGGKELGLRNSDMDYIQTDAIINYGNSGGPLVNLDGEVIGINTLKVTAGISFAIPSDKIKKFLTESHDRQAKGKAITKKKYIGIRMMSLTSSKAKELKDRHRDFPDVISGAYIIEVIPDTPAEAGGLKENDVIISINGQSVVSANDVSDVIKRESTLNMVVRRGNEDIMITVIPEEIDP
TDP2 inh – TDP2 (human) inhibition, absorbance primary screen; O95551; recombinant TDP2, T5PNP hydrolysis, p-nitrophenol absorbance 415 nm; inhibition, % at 12.8 µM; 0.34% of 370,000 active;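 active = inhibition above the mean of all tested compounds plus 3 SD, set per campaign, cut at about 25% in these data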;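 note: 0% = DMSO with enzyme and 100% = buffer with substrate but no TDP2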
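Test system: Human TDP2 enzyme | Reagent: 5 mM T5PNP | Compound dosing: 12.8 µM single point, 1% DMSO | Incubation: Enzyme reaction with compound for 2 h at 37 °C | Technique: p-Nitrophenol epi absorbance | Read-out: % inhibition relative to enzyme-containing and enzyme-free wells | Benchmarks: High control without enzyme, low control DMSO plus TDP2 | Replicates: Singlicate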
ABHD4 inh – ABHD4 (mouse) inhibition, primary FP screen; inhibition, % at 8.92 µM; purified mABHD4, FP-Rh probe fluorescence polarization; AID 720543; 0.54% of 370,000 active; Q8VD66;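 active = inhibition exceeding the mean over every tested compound plus 3 SD, cut at about 30% in these data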;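 note: 0% = plate median of compound wells and 100% = S159A mutant with DMSO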
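Assay system: mABHD4 protein; medium: HEPES pH 7.0, NaCl, Pluronic buffer; dosing: 8.92 µM, single dose; schedule: 45 min + 60 min at 25 °C; signal: FP readout, ex 525 nm / em 598 nm; read-out: normalized percent inhibition of probe labeling; repeats: single replicate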
PRMT1 FP inh – blocks human protein arginine methyltransferase 1. inhibition, % at 2.79 µM. Q99873. 1.3% of 370,000 active. recombinant PRMT1, activity-based probe fluorescence polarization;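 active = inhibition above about 21% made by adding two undisclosed values, limit read from the data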
Target sequence (Q99873 whole entry, looked up): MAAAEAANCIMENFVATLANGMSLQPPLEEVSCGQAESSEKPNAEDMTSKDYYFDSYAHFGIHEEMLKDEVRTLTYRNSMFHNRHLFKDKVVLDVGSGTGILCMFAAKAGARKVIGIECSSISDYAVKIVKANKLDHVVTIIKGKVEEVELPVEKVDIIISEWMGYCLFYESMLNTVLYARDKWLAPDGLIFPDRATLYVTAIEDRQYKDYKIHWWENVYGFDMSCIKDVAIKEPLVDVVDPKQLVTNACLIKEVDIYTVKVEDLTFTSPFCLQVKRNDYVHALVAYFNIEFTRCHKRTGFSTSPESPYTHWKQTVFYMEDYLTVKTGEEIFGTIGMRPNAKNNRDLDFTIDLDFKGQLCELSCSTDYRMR
Tn7 DDE FP – inhibitors of Tn7 peptide binding to human fibrin DD(E). P02675. FP displacement of FITC-Tn7 peptide from fibrin DD(E); 0% = median of compound wells per plate. inhibition, % at 8.3 µM. 0.13% of 370,000 active. AID 720508;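 active = inhibition above the mean of compounds falling within the control limits plus 3 SD of them, cut at about 14% in these data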;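 note: 0% = plate median of compound wells and 100% = 10 µM Aha-Tn7 peptide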
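Also added: labelled Tn7 tracer, 0.1 µM; Assay system: human fibrin DD(E) protein; Amount: 2 µM fibrin DD(E); Schedule: 10 min compound pre-incubation, 3 h probe incubation at room temperature; Repeats: one replicate per compound; Read-out basis: percent inhibition; Measured by: fluorescence polarization of the labelled Tn7 tracer.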
UHRF1 binding – blocks human UHRF1 binding to methylated DNA. Q96T88. UHRF1 binding to methylated oligo, TR-FRET. inhibition, % at 4.4 µM. 0.75% of 370,000 active. AID 687016; in the data active = inhibition above about 21%;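 note: UHRF1 SRA domain binding a hemimethylated CpG hairpin DNA probe; 0% = median of test compound wells and 100% = reference inhibitor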
SIAE inh – blocks human sialic acid acetylesterase; Q9HAT2; SIAE FP-Rh probe binding, fluorescence polarization; inhibition, % at 9.66 µM; 0.69% of 370,000 active; AID 1053197;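 active = inhibition above a cutoff: mean of compounds within the control limits plus 3 SD of those, cut at about 17% in these data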;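 note: 0% = plate median of compound wells and 100% = probe without SIAE protein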
LEDGF integ inh – blocks HIV-1 LEDGF/p75-dependent DNA integration | inhibition, % at 3.7 µM | 0.64% of 370,000 active | AID 743269 | TR-FRET IN-LEDGF/p75 DNA integration, Eu/Cy5;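 active = inhibition above the screen-wide mean plus 3 SD, cut at about 13% in these data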;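 note: signal is the Cy5 over europium emission ratio at 671 and 618 nm; 0% = plate median of compound wells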
TCR-CD3 inh – human TCR-CD3 binding inhibition; AID 651800; inhibition, % at 9.4 µM; TAMRA-labeled TCR probe fluorescence, biochemical; 0.37% of 360,000 active; in the data active = inhibition above about 19%;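 note: recombinant mutant TCR 2C K166C tagged with TAMRA read by polarization; 0% = receptor in buffer alone and 100% = receptor with positive control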
PG9 binder – binds the HIV-1 gp120 antibody PG9; TR-FRET gp120-PG9 antibody binding; inhibition, % at 6.7 µM; 0.43% of 360,000 active; AID 624416; in the data active = inhibition above about 8.5%
* marks the source's active call; other numbers are inactive results. Rows were taken by chance; overall some 4.2% were active at least once.

Screening CCn1c(CNC(=O)c2ccccc2)nnc1SCC(=O)N1CCN(c2ccccc2)CC1 returned HTRA1 inhibitor -6.1, TDP2 inh 2.9, ABHD4 inh 0.4, PRMT1 FP inh 1.3, Tn7 DDE FP -1.1, UHRF1 binding -0.8, SIAE inh -0.5, LEDGF integ inh -1.8, TCR-CD3 inh 3.0 and PG9 binder -1.9.
Screening O=c1nc(Nc2ccc([N+](=O)[O-])cc2)[nH]c(=O)[nH]1 returned HTRA1 inhibitor -3.0, TDP2 inh -12.3, ABHD4 inh 3.2, PRMT1 FP inh 0.9, Tn7 DDE FP 8.8, UHRF1 binding 2.0, SIAE inh -12.6, LEDGF integ inh -2.6, TCR-CD3 inh 1.4 and PG9 binder -0.3.
O=C(CSc1nc(O)c(C2CCCCC2)c(=O)[nH]1)N1CCOCC1 was read as HTRA1 inhibitor 5.4, TDP2 inh -11.9, ABHD4 inh -6.8, PRMT1 FP inh 10.5, Tn7 DDE FP 2.8, UHRF1 binding 7.3, SIAE inh 4.7, LEDGF integ inh -4.3, TCR-CD3 inh -6.6 and PG9 binder 0.8.
C/C(=N\NC(=O)c1ccc(CSc2nncn2C)cc1)c1ccc(Cl)cc1 was read as HTRA1 inhibitor 2.4, TDP2 inh 14.0, ABHD4 inh -3.8, PRMT1 FP inh 3.0, Tn7 DDE FP 0.1, UHRF1 binding -1.0, SIAE inh 0.2, LEDGF integ inh -2.6, TCR-CD3 inh 0.6 and PG9 binder -0.1.
Cc1ccc(-n2cc(CN(C)CCc3cn[nH]c3)c(-c3cccc(C)c3)n2)cc1 was read as HTRA1 inhibitor -42.4, TDP2 inh -3.7, ABHD4 inh -5.3, PRMT1 FP inh 0.2, Tn7 DDE FP -5.8, UHRF1 binding 10.5, SIAE inh 2.0, LEDGF integ inh 0.5, TCR-CD3 inh 11.0 and PG9 binder -1.3.
For CC(C)(C)NC(=O)c1cccc(NC(=O)CSc2ccc(Cl)cc2)c1 the results were HTRA1 inhibitor -11.6, TDP2 inh -4.4, ABHD4 inh -10.4, PRMT1 FP inh 1.0, Tn7 DDE FP 3.0, UHRF1 binding 5.8, SIAE inh -12.5, LEDGF integ inh -1.7, TCR-CD3 inh 4.8 and PG9 binder -0.3.
For O=C(NC1CC2CCCC(C1)N2C(=O)Nc1cccc(F)c1)C1CC1 (centres undefined) the results were HTRA1 inhibitor -2.9, TDP2 inh 28.5*, ABHD4 inh -3.3, PRMT1 FP inh -1.5, Tn7 DDE FP 1.2, UHRF1 binding -1.9, SIAE inh 1.1, LEDGF integ inh -0.9, TCR-CD3 inh 8.9 and PG9 binder -1.6.
For O=C(NCc1ccccn1)c1ccc(OC2CCN(Cc3ccc(Cl)s3)CC2)cc1 the results were HTRA1 inhibitor -6.2, TDP2 inh 2.2, ABHD4 inh -3.1, PRMT1 FP inh 2.2, Tn7 DDE FP -1.3, UHRF1 binding 3.2, SIAE inh 3.7, LEDGF integ inh -2.6, TCR-CD3 inh 1.4 and PG9 binder 1.3.
`CCOC(=O)c1cccc(OCC(O)CNCCOc2ccccc2F)c1` (centres undefined) gave HTRA1 inhibitor -6.6, TDP2 inh -3.5, ABHD4 inh 6.3, PRMT1 FP inh 1.5, Tn7 DDE FP 7.0, UHRF1 binding -0.6, SIAE inh -6.0, LEDGF integ inh -0.5, TCR-CD3 inh -10.2 and PG9 binder 0.5.
`Cc1ccc(NC(=O)C2OCCc3ccccc32)cc1` (centres undefined) gave HTRA1 inhibitor -3.7, TDP2 inh 9.0, ABHD4 inh 1.5, PRMT1 FP inh 2.7, Tn7 DDE FP 3.8, UHRF1 binding 0.1, SIAE inh 0.5, LEDGF integ inh -10.1, TCR-CD3 inh -5.9 and PG9 binder 0.0.
Screening CC1(C#CC[N+]2(C)CCCCC2)CCC2C(O1)c1ccccc1OC2(C)C (centres undefined) returned HTRA1 inhibitor -5.2, TDP2 inh 6.8, ABHD4 inh -0.7, PRMT1 FP inh -4.0, Tn7 DDE FP 0.0, UHRF1 binding 23.8*, SIAE inh 5.0, LEDGF integ inh 4.9, TCR-CD3 inh 3.9 and PG9 binder -1.5.
Screening COC(=O)[C@H]1C[C@@]2(c3ccccc3)c3ccccc3N[C@H]2N1 returned TDP2 inh 5.3, ABHD4 inh 0.2, PRMT1 FP inh -3.1, Tn7 DDE FP 1.6, UHRF1 binding 3.8, SIAE inh 8.8 and LEDGF integ inh 4.7.
Screening C[C@@H](C(=O)N1CCN(C(=O)OC(C)(C)C)CC1)n1cc(CCC(=O)O)nn1 returned HTRA1 inhibitor -3.7, TDP2 inh 12.1, ABHD4 inh 2.5, PRMT1 FP inh 0.2, Tn7 DDE FP -0.6, UHRF1 binding 0.8, SIAE inh 0.1, LEDGF integ inh -1.1, TCR-CD3 inh 2.4 and PG9 binder -1.3.
Screening COc1ccccc1CNC(=O)COC(=O)COc1ccccc1F returned HTRA1 inhibitor -3.3, TDP2 inh -7.8, ABHD4 inh -5.8, PRMT1 FP inh -2.8, Tn7 DDE FP 5.9, UHRF1 binding 3.9, SIAE inh -1.1, LEDGF integ inh -0.4, TCR-CD3 inh 0.9 and PG9 binder 0.5.
`O=C(CNC(=O)COc1ccccc1)NCCc1ccccn1` gave HTRA1 inhibitor 4.9, TDP2 inh -9.7, ABHD4 inh 1.1, PRMT1 FP inh 0.2, Tn7 DDE FP 1.2, UHRF1 binding -1.9, SIAE inh -6.4, LEDGF integ inh -4.3, TCR-CD3 inh 5.4 and PG9 binder -0.3.
O=C(Nc1cccc(C(F)(F)F)c1)C1CCCN(c2ncccn2)C1 (centres undefined) was read as HTRA1 inhibitor -13.0, TDP2 inh 4.5, ABHD4 inh -13.3, PRMT1 FP inh 5.1, Tn7 DDE FP 1.9, UHRF1 binding 3.0, SIAE inh -7.3, LEDGF integ inh -1.4, TCR-CD3 inh -2.7 and PG9 binder 1.1.
`CC(=O)c1ccc(Nc2cc(C)nc3ccccc23)cc1` gave HTRA1 inhibitor -5.8, TDP2 inh -5.5, ABHD4 inh 3.1, PRMT1 FP inh -0.5, Tn7 DDE FP -0.4, UHRF1 binding 2.5, SIAE inh 0.2, LEDGF integ inh 4.1, TCR-CD3 inh 0.5 and PG9 binder -0.9.
`COc1ccc(-c2cn(-c3ccc(C)cc3)c(=O)n2CC(=O)Nc2ccc(OC)c(OC)c2)cc1` gave HTRA1 inhibitor -13.4, TDP2 inh -8.2, ABHD4 inh -3.7, PRMT1 FP inh -0.1, Tn7 DDE FP 3.1, UHRF1 binding 1.8, SIAE inh 13.4, LEDGF integ inh 0.9, TCR-CD3 inh 5.4 and PG9 binder 0.8.
For COc1ccc(N(CN2C(=O)C3CC=CCC3C2=O)C(=O)c2ccco2)cc1 (centres undefined) the results were HTRA1 inhibitor 5.8, TDP2 inh 14.4, ABHD4 inh 5.0, PRMT1 FP inh 1.5, Tn7 DDE FP -1.3, UHRF1 binding -0.2, SIAE inh -1.2, LEDGF integ inh -2.5, TCR-CD3 inh -3.3 and PG9 binder 2.7.
Screening COc1ccc(C(CNC(=O)C2CCN(S(=O)(=O)c3ccc(F)cc3)CC2)N(C)C)cc1 (centres undefined) returned HTRA1 inhibitor -6.4, TDP2 inh -10.9, ABHD4 inh -10.1, PRMT1 FP inh -4.5, Tn7 DDE FP 5.3, UHRF1 binding 2.9, SIAE inh -7.5, LEDGF integ inh 3.3, TCR-CD3 inh 1.8 and PG9 binder -0.8.
Screening CC1CC1c1ccc(/C=C(\C#N)C(=O)Nc2ccc(Cl)cc2)o1 (centres undefined) returned HTRA1 inhibitor -49.8, TDP2 inh -8.9, ABHD4 inh -14.7, PRMT1 FP inh -0.9, Tn7 DDE FP -2.1, UHRF1 binding -2.5, SIAE inh 4.2, LEDGF integ inh 0.6, TCR-CD3 inh 13.3 and PG9 binder -0.8.
For COc1ccc2nc(NCc3cccnc3)sc2c1 the results were HTRA1 inhibitor 5.3, TDP2 inh -1.2, ABHD4 inh -2.5, PRMT1 FP inh 1.6, Tn7 DDE FP 7.4, UHRF1 binding -1.2, SIAE inh 6.5, LEDGF integ inh -2.4, TCR-CD3 inh -3.6 and PG9 binder -1.0.
Cc1ccc(C(=O)N/C(=C\c2ccc(-c3ccccc3[N+](=O)[O-])o2)C(=O)NCCCN(C)C)cc1 was read as HTRA1 inhibitor 1.2, TDP2 inh 18.5, ABHD4 inh -0.9, PRMT1 FP inh 15.7, Tn7 DDE FP 4.8, UHRF1 binding -5.3, SIAE inh 9.6, LEDGF integ inh 1.5, TCR-CD3 inh 0.5 and PG9 binder -9.4.
Screening Cc1ccc(C(=O)OCC(=O)Nc2ccccc2C(F)(F)F)cc1S(=O)(=O)N1CCCCC1 returned HTRA1 inhibitor -12.3, TDP2 inh 1.5, ABHD4 inh -9.5, PRMT1 FP inh -2.8, Tn7 DDE FP 2.2, UHRF1 binding -0.3, SIAE inh 10.1, LEDGF integ inh -1.2, TCR-CD3 inh -5.0 and PG9 binder -2.5.
`NS(=O)(=O)c1ccc(CCNC(=O)CNCCc2ccccc2)cc1` gave HTRA1 inhibitor 0.6, TDP2 inh -2.2, ABHD4 inh 9.6, PRMT1 FP inh -1.8, Tn7 DDE FP -5.9, UHRF1 binding 0.9, SIAE inh 14.1, LEDGF integ inh 4.3, TCR-CD3 inh -4.1 and PG9 binder -1.2.
`CCc1nnc(NC(=O)C2CCCN2C(=O)Nc2ccccc2)s1` (centres undefined) gave HTRA1 inhibitor -3.4, TDP2 inh -0.3, ABHD4 inh 1.9, PRMT1 FP inh -0.6, Tn7 DDE FP -7.5, UHRF1 binding 0.6, SIAE inh 6.0, LEDGF integ inh -1.9, TCR-CD3 inh 7.0 and PG9 binder -0.6.
`C(=N/Nc1cc(N2CCOCC2)nc(N2CCOCC2)n1)/c1ccccc1` gave HTRA1 inhibitor 5.6, TDP2 inh 7.7, ABHD4 inh -2.1, PRMT1 FP inh 2.2, Tn7 DDE FP 1.6, UHRF1 binding -4.3, SIAE inh -3.1, LEDGF integ inh 0.3, TCR-CD3 inh -4.4 and PG9 binder 0.3.
Screening NC(CCc1ccccc1)c1csc(Nc2nncc3ccccc23)n1 (centres undefined) returned TDP2 inh -18.0, ABHD4 inh 24.9, PRMT1 FP inh -2.4, Tn7 DDE FP 2.1, UHRF1 binding -4.0, SIAE inh 0.2, LEDGF integ inh 11.9, TCR-CD3 inh -7.5 and PG9 binder 0.3.
COCCNC(=O)/C(C#N)=C/c1ccc(OC(=O)c2cccs2)c(OC)c1 was read as HTRA1 inhibitor 11.0, TDP2 inh -10.1, ABHD4 inh -1.2, PRMT1 FP inh -2.8, Tn7 DDE FP 0.0, UHRF1 binding -1.4, SIAE inh 3.8, LEDGF integ inh 6.3, TCR-CD3 inh -0.1 and PG9 binder -1.1.
